Assay outcomes: PubChem, MTDP
RNase H inhibition: RNase H inhibition, HIV 1 Gag Pol polyprotein, FRET biochemical assay, screening (AID 372); HIV-1 RT RNase H, FRET RNA/DNA substrate fluorescence; higher % means a stronger effect; inhibition, % at 10 µM, or IC50 in µM where a hit was titrated; 100,000 tested, 0.77% active; in the data active = inhibition above about 50%
* marks the source's active call; other numbers are inactive results.

A first look, four compounds:
CCCC(=O)Nc1cc(-c2nc3ccccc3o2)ccc1C
  RNase H inhibition = 7.0%

O=C(/C=C/c1cccc([N+](=O)[O-])c1)N1CCN(c2cccc(Cl)c2)CC1
  RNase H inhibition = 24.0%

CCc1ccc2oc(-c3ccc(NC(=S)NC(=O)c4ccccc4F)cc3)nc2c1
  RNase H inhibition = 24.0%

COc1cccc(C2C3=C(CC(C)(C)CC3=O)Nc3ccccc3N2C(C)=O)c1 (configuration not stated)
  RNase H inhibition = 8.0%

The list itself (from the top)
CCCC(=O)Nc1cc(-c2nc3ccccc3o2)ccc1C
  RNase H inhibition = 7.0%

O=C(/C=C/c1cccc([N+](=O)[O-])c1)N1CCN(c2cccc(Cl)c2)CC1
  RNase H inhibition = 24.0%

CCc1ccc2oc(-c3ccc(NC(=S)NC(=O)c4ccccc4F)cc3)nc2c1
  RNase H inhibition = 24.0%

COc1cccc(C2C3=C(CC(C)(C)CC3=O)Nc3ccccc3N2C(C)=O)c1 (configuration not stated)
  RNase H inhibition = 8.0%

CC1(C)CC(NC(=O)c2ccccc2Cl)CC(C)(C)N1
  RNase H inhibition = 10.0%

Cc1cc(=O)oc2cc(OCC(=O)Nc3nc(-c4ccccc4)cs3)ccc12
  RNase H inhibition = 21.0%

CCOC(=O)c1c(C)oc2ccc(OC(=O)c3cccc([N+](=O)[O-])c3)cc12
  RNase H inhibition = 0.0%

Cc1ccc(-c2n[nH]c(=O)c3ccccc23)cc1S(=O)(=O)N1CCCCC1
  RNase H inhibition = 18.0%

COc1ccccc1CNC(=O)c1ccc(C)cc1Cl
  RNase H inhibition = 18.0%

Cc1cccc(C)c1NC(=O)Nc1ccc(Cl)cc1
  RNase H inhibition = 5.0%

Cc1ccc(N2C(=O)CC(N3CCN(C(c4ccccc4)c4ccccc4)CC3)C2=O)c(C)c1 (configuration not stated)
  RNase H inhibition = 8.0%

Cc1cc(Br)cc(/C=N/NC(=O)c2ccc3c(c2)OCO3)c1O
  RNase H inhibition = 3.0%

O=C1NC(=O)N(Cc2ccco2)C(=O)/C1=C\c1ccc(-c2ccc(C(=O)O)cc2)o1
  RNase H inhibition = 35.0%

CCOc1ccc(-c2nc3c(c(CC)nn3-c3ccccc3)c3cc(OC)c(OC)cc23)cc1
  RNase H inhibition = 6.0%

CCc1ccccc1N(CC(=O)NC(C)c1ccccc1)S(C)(=O)=O (configuration not stated)
  RNase H inhibition = 0.0%

COc1ccc(-c2cc(=O)oc3cc(OCc4cccc(OC)c4)ccc23)cc1
  RNase H inhibition = 16.0%

CCOC(=O)C1=C(C)N=c2s/c(=C\c3ccccc3OCc3ccc(Cl)cc3)c(=O)n2C1c1ccccc1 (configuration not stated)
  RNase H inhibition = 9.0%

COc1ccc(-c2cc(C(=O)N/N=C(\C)c3ccc(OC)c(OC)c3)[nH]n2)cc1
  RNase H inhibition = 21.0%

COc1cc(/C=C(\C#N)C(=O)Nc2cccc(C)c2C)cc(Br)c1OC(C)C
  RNase H inhibition = 18.0%

O=C(O)CN1C(=O)/C(=C\c2ccc(OCc3ccc([N+](=O)[O-])cc3)cc2)SC1=S
  RNase H inhibition = 10.0%

Cc1c(NC(=O)c2ccccc2N(Cc2ccccc2)S(C)(=O)=O)c(=O)n(-c2ccccc2)n1C
  RNase H inhibition = 2.0%

O=[N+]([O-])c1cc(Cl)cc(C=Nc2ccc(I)cn2)c1O
  RNase H inhibition = 5.0%

O=C(N/N=C/c1ccccc1O)NC12CC3CC(CC(C3)C1)C2
  RNase H inhibition = 0.0%

CNC(=O)CN(c1ccc(C)cc1)S(=O)(=O)c1ccc(OC)c(OC)c1
  RNase H inhibition = 1.0%

O=C(Nc1cccc2ccccc12)N1CCCCCC1
  RNase H inhibition = 7.0%

COc1cc(CN2CCN(Cc3ccc(C)cc3)CC2)c([N+](=O)[O-])cc1OC
  RNase H inhibition = 6.0%

CC(C)Oc1ccc(C(=O)NC(=S)Nc2ccc(F)cc2)cc1
  RNase H inhibition = 5.0%

COc1ccccc1-c1nc(-c2ccc(Cl)cc2Cl)cc(=O)o1
  RNase H inhibition = 10.0%

COc1ccc(C(=O)NC2=NCCS2)cc1OC
  RNase H inhibition = 0.0%

O=C(CSc1nnc(-c2cccc(F)c2)n1-c1ccccc1)NC(c1ccccc1)c1ccccc1
  RNase H inhibition = 17.0%

CCOc1ccc(/C=C\C(C)=N\O)cc1
  RNase H inhibition = 5.0%

O=C(CCc1ccccc1)Nc1ccccc1Br
  RNase H inhibition = 15.0%

COc1ccc(NC(=O)CC(C)C)c([N+](=O)[O-])c1
  RNase H inhibition = 0.0%

CCc1cc(C=C(Cl)Cl)oc(=O)c1C
  RNase H inhibition = 11.0%

COc1ccccc1NC(=O)c1ccc(-c2ccc(C)c(Cl)c2)o1
  RNase H inhibition = 23.0%

O=C(Nc1ccccc1)/C(=C\c1cccc(Br)c1)NC(=O)c1ccccc1
  RNase H inhibition = 16.0%

Cc1ccc(-n2c(O)c(C=NC(C)(C)C)c3ccccc3c2=O)cc1
  RNase H inhibition = 7.0%

CC(NS(=O)(=O)c1ccc(C(C)(C)C)cc1)c1ccccc1 (configuration not stated)
  RNase H inhibition = 7.0%

CCC(CC)C(=O)Nc1cc(C(F)(F)F)ccc1Cl
  RNase H inhibition = 11.0%

Cn1ncc([N+](=O)[O-])c1C(=O)Nc1cccc2ccccc12
  RNase H inhibition = 3.0%

CCOC(=O)C1=C(C)N=c2s/c(=C/c3ccccn3)c(=O)n2C1c1ccccc1Cl (configuration not stated)
  RNase H inhibition = 13.0%

CCOC(=O)C1=C(C)N=c2s/c(=C\c3ccc(OCc4ccc([N+](=O)[O-])cc4)c(OCC)c3)c(=O)n2C1c1ccc(Cl)cc1 (configuration not stated)
  RNase H inhibition = 0.0%

Cc1cc(/C=C2\C(=O)NC(=S)N(c3ccccc3)C2=O)c(C)n1-c1cccc(F)c1
  RNase H inhibition = 27.0%

Cc1ccc(-c2nc3ccccc3o2)cc1NC(=O)c1cccc(Br)c1
  RNase H inhibition = 46.0%

CCOc1cc(C(=O)N2c3ccc(F)cc3CCC2C)cc(OCC)c1OCC (configuration not stated)
  RNase H inhibition = 18.0%

CCN(CC)c1ccc(/C=C2/C(=O)NC(=O)N(c3ccccc3F)C2=O)c(O)c1
  RNase H inhibition = 0.0%

O=c1oc2cc(OCc3ccc([N+](=O)[O-])cc3)ccc2c2c1CCCC2
  RNase H inhibition = 17.0%

C=CCN1C(=O)CSC1=Nc1ccc(C(=O)O)cc1
  RNase H inhibition = 2.0%

COc1ccc(NC(=O)c2cccc(Cl)c2)c(OC)c1
  RNase H inhibition = 0.0%

COc1cccc(-c2nc(-c3ccc4c(c3)-c3ccccc3S4(=O)=O)c(-c3ccccc3)[nH]2)c1OC
  RNase H inhibition = 20.0%

A draw from above in order of length of the SMILES, falling.
CCOC(=O)C1=C(C)N=c2s/c(=C\c3ccc(OCc4ccc([N+](=O)[O-])cc4)c(OCC)c3)c(=O)n2C1c1ccc(Cl)cc1 (configuration not stated)
  RNase H inhibition = 0.0%

CCN(CC)c1ccc(/C=C2/C(=O)NC(=O)N(c3ccccc3F)C2=O)c(O)c1
  RNase H inhibition = 0.0%

Cc1ccc(-c2nc3ccccc3o2)cc1NC(=O)c1cccc(Br)c1
  RNase H inhibition = 46.0%

Next part:
O=C1NC(=S)N(c2ccccc2F)C(=O)/C1=C/c1ccsc1
  RNase H inhibition = 6.0%

Cc1ccc2c(c1)-c1c(ssc1=S)C(C)(C)N2C(=O)COc1nc2ccccc2s1
  RNase H inhibition = 13.0%

CCOc1ccc(C(=O)N/N=C/c2ccccc2[N+](=O)[O-])cc1
  RNase H inhibition = 15.0%

CC(=O)Oc1ccccc1/C=C1\C=C(c2ccc(Br)cc2)OC1=O
  RNase H inhibition = 11.0%

COc1ccc(C(=O)CN2C3=NCCN3c3ccccc32)cc1OC
  RNase H inhibition = 3.0%

Oc1ccc2cc(Br)ccc2c1C=Nc1cccc2nsnc12
  RNase H inhibition = 0.0%

O=C1/C(=C/c2c(F)cccc2Cl)SC(=S)N1CC1CCCO1 (configuration not stated)
  RNase H inhibition = 16.0%

COc1ccc(-c2noc(-c3cccc(OC)c3)n2)cc1
  RNase H inhibition = 10.0%

O=C(NCc1ccccc1)/C(=C\c1ccc([N+](=O)[O-])cc1)NC(=O)c1ccccc1
  RNase H inhibition = 7.0%

CCN(CC)C(=O)c1cc2cc(Br)ccc2oc1=O
  RNase H inhibition = 0.0%

CCN1C(=O)/C(=C/C2CC=CCC2)SC1=S (configuration not stated)
  RNase H inhibition = 0.0%

COc1cc(OC)cc(-c2nc3ccc(C)cc3c(=O)o2)c1
  RNase H inhibition = 2.0%

O=C(Cn1cnc([N+](=O)[O-])n1)Nc1cccc(C(F)(F)F)c1
  RNase H inhibition = 0.0%

CCCCCCCCP(=O)(O)c1ccccc1
  RNase H inhibition = 9.0%

C=CCN1C(=O)/C(=C/c2ccc(OCCOc3ccc(C)cc3C)c(OC)c2)SC1=S
  RNase H inhibition = 8.0%

O=C(COc1ccc(Cl)cc1)N1CCN(C(=O)c2cccs2)CC1
  RNase H inhibition = 0.0%

CCOC(=O)C1=C(C)N=c2s/c(=C\c3cc(Br)c(OC)cc3OC)c(=O)n2C1c1ccc(OC)c(OC)c1 (configuration not stated)
  RNase H inhibition = 7.0%

O=S(=O)(Cc1ccc(Cl)cc1)c1nc2ccccc2[nH]1
  RNase H inhibition = 0.0%

COc1ccc(-c2nc3ccccc3c(C(=O)Nc3ccc(C(C)=O)cc3)c2C)cc1
  RNase H inhibition = 16.0%

CC1(c2ccccc2)CC(C)(C)N(C(=O)CSc2nnc(N)s2)c2ccccc21 (configuration not stated)
  RNase H inhibition = 24.0%

O=C(CCN1C(=O)/C(=C/c2ccc3c(c2)OCO3)SC1=S)Nc1ccc2ccccc2c1
  RNase H inhibition = 10.0%

O=C(NCC1CCN(C(=O)c2ccc(F)cc2)CC1)c1ccc(F)cc1
  RNase H inhibition = 5.0%

COc1ccc(N=C(C)C2=C(O)CSC2=O)cc1
  RNase H inhibition = 4.0%

O=C(Nc1ccccc1C(=O)N=Nc1c(O)[nH]c2ccccc12)c1ccccc1
  RNase H inhibition = 18.0%

CC1CN(C2CCCCC2)CCC1(O)c1ccccc1 (configuration not stated)
  RNase H inhibition = 4.0%

Nc1cc(Cl)c(S(=O)(=O)Nc2ccccc2)cc1S(=O)(=O)Nc1ccccc1
  RNase H inhibition = 0.0%

COc1ccccc1C(=O)NC(=S)Nc1cc([N+](=O)[O-])ccc1Cl
  RNase H inhibition = 6.0%

O=C(/C=C/c1ccccc1F)c1c(-c2ccccc2)c2ccccc2[nH]c1=O
  RNase H inhibition = 31.0%

COc1ccc(/C=C2\SC(=S)N(NC(=O)c3ccccc3)C2=O)cc1OC
  RNase H inhibition = 9.0%

Cc1ccc(C(=O)N/C(=C/c2ccco2)c2nc3ccccc3[nH]2)cc1
  RNase H inhibition = 9.0%

Cc1ccccc1Oc1nc2ccccc2n2cnnc12
  RNase H inhibition = 0.0%

O=C(O)c1ccc(-c2ccc(/C=N/N3C(=O)C4C5C=CC(CC5)C4C3=O)o2)cc1 (configuration not stated)
  RNase H inhibition = 2.0%

Cc1c(NC(=O)c2cc(-c3ccc(Br)cc3)nc3ccccc23)c(=O)n(-c2ccccc2)n1C
  RNase H inhibition = 0.0%

CCC(C)N=Cc1c(O)n(-c2ccc(OC)cc2)c(=O)c2ccccc12 (configuration not stated)
  RNase H inhibition = 9.0%

COc1ccc(/C=C2/SC(=Nc3ccc(O)cc3)NC2=O)cc1
  RNase H inhibition = 4.0%

Nc1nc(CSc2nc3ccccc3[nH]2)cs1
  RNase H inhibition = 13.0%

COc1cc(C=Nc2cccc(Cl)c2)c(O)c([N+](=O)[O-])c1
  RNase H inhibition = 9.0%

Cc1ccc(C(=O)Oc2ccc(NS(=O)(=O)c3cccc([N+](=O)[O-])c3)cc2)cc1
  RNase H inhibition = 15.0%

COc1ccc(C(=O)CC(Nc2ccc(Cl)cc2)c2ccc(Cl)cc2)cc1 (configuration not stated)
  RNase H inhibition = 7.0%

O=C(NNS(=O)(=O)c1ccc(Br)cc1)c1cccs1
  RNase H inhibition = 6.0%

COc1ccc(CCNC(=O)Cc2ccc(Cl)cc2)cc1OC
  RNase H inhibition = 6.0%

COc1ccc(CNc2nccs2)cc1
  RNase H inhibition = 0.0%

Cc1ccc([N+](=O)[O-])cc1NC(=O)c1c(-c2ccccc2)noc1C
  RNase H inhibition = 16.0%

Cc1ccc(NC(=O)C(=O)NCC(C)C)cc1
  RNase H inhibition = 17.0%

COc1ccc(-c2n(C)c3ccccc3[n+]2C)cc1OC
  RNase H inhibition = 6.0%

COc1ccccc1C(=O)NC(=S)Nc1ccc(Br)cn1
  RNase H inhibition = 13.0%

CCOc1cc(/C=C2\C(=O)NC(=O)N(c3ccc(Br)cc3)C2=O)ccc1OCC(=O)O
  RNase H inhibition = 8.0%

N#C/C(=N/Nc1cccc(C(F)(F)F)c1)c1nc(-c2ccccc2)cs1
  RNase H inhibition = 20.0%

CCOc1cc(/C=C2/C(=O)NN(c3ccc(I)cc3)C2=O)ccc1O
  RNase H inhibition = 11.0%

CCOc1cccc(-n2c(O)c(/C=C3/C(=O)N(c4ccccc4)N=C3C)c(=O)[nH]c2=S)c1
  RNase H inhibition = 13.0%

Cn1c(COc2ccc(Cl)cc2)nc2ccccc2c1=O
  RNase H inhibition = 39.0%

O=C(Cc1ccc(F)cc1)NCc1ccccc1
  RNase H inhibition = 7.0%

Cc1ccc(NS(=O)(=O)c2ccc([N+](=O)[O-])cc2)nc1
  RNase H inhibition = 1.0%

COc1ccc(C2CC(C(F)(F)F)n3nc(C(=O)Nc4ccc5c(c4)OCO5)cc3N2)cc1 (configuration not stated)
  RNase H inhibition = 16.0%

COc1cc(C=NNC(=O)Cn2cnc3ccccc32)cc(Br)c1O
  RNase H inhibition = 0.0%

O=c1c2cnn(-c3ccccc3)c2nc(-c2ccccc2)n1-c1cccc(Cl)c1
  RNase H inhibition = 8.0%

Cc1sccc1/C=N/NC(=O)c1ccco1
  RNase H inhibition = 12.0%

CC(=O)NC1=NC(=O)/C(=C\c2ccc(Cl)c(Cl)c2)S1
  RNase H inhibition = 10.0%

2 entries from above in another layout.
structure	RNase H inhibition
COc1cccc(C2C3=C(CC(C)(C)CC3=O)Nc3ccccc3N2C(C)=O)c1 (configuration not stated)	8.0%
O=C(NCc1ccccc1)/C(=C\c1ccc([N+](=O)[O-])cc1)NC(=O)c1ccccc1	7.0%

Only part of the results is shown. The share of hits here may be higher or lower than overall.
